Assay outcomes as filed in PubChem.
ROMK primary: modulates human ROMK potassium channel activity. P48048. Tet-inducible ROMK, thallium flux fluorescence; actives lie on both sides. B-score at 10 µM. 130,000 tested, 2% active;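 active = signal ratio slope over the read window, or its plate-corrected B-score, at least 3 SD from the plate mean, either direction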;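 note: B-score of the F/F0 ratio slope over 7 to 12 s after thallium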
PMI act: increases human mannose-6-phosphate isomerase activity | purified human PMI, coupled resazurin fluorescence, 20 min; hits give high values; 1 = vehicle control, 0 substrate-free wells | activation factor at 20 µM | 190,000 tested, 0.005% active | AID 1214;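 active = activation factor of 2 or more at 20 µM, relative to plate controls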
Target sequence (P34949 whole entry, looked up): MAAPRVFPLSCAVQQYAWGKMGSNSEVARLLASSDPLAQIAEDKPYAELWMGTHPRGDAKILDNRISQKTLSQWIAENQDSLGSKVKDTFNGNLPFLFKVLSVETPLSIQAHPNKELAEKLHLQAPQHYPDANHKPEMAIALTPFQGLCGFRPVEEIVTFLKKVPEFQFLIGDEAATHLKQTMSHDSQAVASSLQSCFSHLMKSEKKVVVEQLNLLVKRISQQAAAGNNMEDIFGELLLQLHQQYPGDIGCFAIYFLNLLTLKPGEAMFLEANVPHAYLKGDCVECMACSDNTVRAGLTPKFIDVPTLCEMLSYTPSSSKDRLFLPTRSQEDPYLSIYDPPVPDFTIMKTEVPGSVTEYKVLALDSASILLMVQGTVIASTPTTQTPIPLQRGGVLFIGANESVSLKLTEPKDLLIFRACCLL
G6PDH counter: counter-screen for G6PDH assay hits: L. mesenteroides G6PDH inhibition | Purified L. mesenteroides G6PDH, diaphorase/resazurin coupled fluorescence, 45 min | 200,000 tested, 0.12% active | inhibition, % at 5 µM | AID 1020; in the data active = inhibition above about 50%
PPARg SRC1 recr: agonists of human PPARgamma SRC-1 coactivator recruitment; P37231; PPARgamma-SRC-1 coactivator recruitment biochemical assay; activation, % at 8 µM; 200,000 tested, 0.41% active; in the data active = activation above about 19%;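 note: 0% = DMSO and 100% = reference agonist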
SRC2 TRFRET art: flags TR-FRET format artefacts in PPARgamma SRC-2 recruitment agonist screen; TR-FRET artefact counter-screen; hits give high values; 200,000 tested, 0.4% active; TR-FRET ratio at 8 µM; in the data active = TR-FRET ratio above about 2000; note: inactives centre near 1500
Diaphorase act: activates diaphorase or chemically reduces, flagging diaphorase assay artifacts | 190,000 tested, 0.005% active | activation factor at 20 µM | Diaphorase/resazurin coupled assay, resorufin fluorescence, 16 min; hits give high values; 1 = vehicle wells, 0 = NADH-free wells;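 active = diaphorase activity raised at least twofold by the compound at 20 µM; inactive = activation factor below 2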
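System – purified diaphorase enzyme from Clostridium kluyveri · Input – enzyme 0.07 U/mL final · Also added – final NADH 0.114 mM, resazurin 0.1 mM · Measured by – fluorescence of resorufin, 544 nm excitation, 590 nm emission · Timing – 16 min enzyme reaction, ambient temperature · Measure – resorufin increase flagging diaphorase activators or reducers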
PPARg SRC-3 ag: agonists of human PPARgamma SRC-3 coactivator recruitment; biochemical PPARgamma/SRC-3 coactivator recruitment assay; activation, % at 8 µM; P37231; 200,000 tested, 0.26% active; in the data active = activation above about 23%;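 note: 0% = DMSO and 100% = reference agonist; some compounds past the cut are filed as inactive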
PPARg SRC-2 ag: promotes SRC-2 coactivator recruitment by human PPARgamma | P37231 | PPARgamma LBD-SRC-2 recruitment, biochemical | activation, % at 8 µM | 200,000 tested, 0.34% active; in the data active = activation above about 22%;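 note: 0% = vehicle and 100% = reference agonist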
PMI act hi M6P: activators of human phosphomannose isomerase at near-saturating mannose 6-phosphate; P34949; coupled PMI enzyme assay, resazurin fluorescence, 20 min; hits give high values; 1 = untreated enzyme, 0 = substrate-free blank; activation factor at 20 µM; 190,000 tested, 0.34% active; AID 1216;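 active = activation factor of 2 or more at 20 µM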
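Test system: human phosphomannose isomerase with PGI, G6PDH, diaphorase coupling enzymes; Amount: PMI at 15 ng/mL final; Reagent: Mannose-6-phosphate 1.0 mM (near-saturating) plus 0.22 mM NADP+; Timing: 20 min, room temperature; Technique: resorufin fluorescence at Ex 544/Em 590 nm; Dosing: 20 µM single dose.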
Diaphorase inh: counter-screen for diaphorase-based assays: diaphorase inhibitors and chemical oxidizers; diaphorase resazurin-to-resorufin fluorescence, NADH, 16 min; bacterial (C. kluyveri) enzyme, not human; inhibition, % at 20 µM; 190,000 tested, 0.69% active; AID 1217;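 active = primary screen inhibition at 20 µM above a set limit, cut at about 50% in these data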;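 note: plate controls were DMSO with full reaction for no effect and wells lacking NADH for full effect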
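System: Diaphorase enzyme from Clostridium kluyveri | Amount: Enzyme working solution with 0.14 U/mL diaphorase | Benchmarks: No-NADH positive control and DMSO neutral control | Signal: Fluorescence of resorufin formed from resazurin, Ex 544/Em 590 nm | Schedule: 16-min room-temperature incubation before reading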
S1P3 antagonist: antagonists of human S1P3 receptor; Q99500; CHO S1P3 NFAT-BLA reporter, FRET fluorescence, antagonist mode; inhibition, % at 4.98 µM; 170,000 tested, 0.27% active;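 active = inhibition above the plate cutoff, the mean inhibition of test wells on that plate plus 3 SD, cut at about 28% in these data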;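 note: cells challenged with S1P at its EC80 of 0.8 µM; blue over green emission ratio from cleaved BLA substrate after 4 h stimulation; 0% = S1P-stimulated wells and 100% = unstimulated DMSO-only wells; some compounds past the cut are filed as inactive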
Target sequence (Q99500 whole entry, looked up): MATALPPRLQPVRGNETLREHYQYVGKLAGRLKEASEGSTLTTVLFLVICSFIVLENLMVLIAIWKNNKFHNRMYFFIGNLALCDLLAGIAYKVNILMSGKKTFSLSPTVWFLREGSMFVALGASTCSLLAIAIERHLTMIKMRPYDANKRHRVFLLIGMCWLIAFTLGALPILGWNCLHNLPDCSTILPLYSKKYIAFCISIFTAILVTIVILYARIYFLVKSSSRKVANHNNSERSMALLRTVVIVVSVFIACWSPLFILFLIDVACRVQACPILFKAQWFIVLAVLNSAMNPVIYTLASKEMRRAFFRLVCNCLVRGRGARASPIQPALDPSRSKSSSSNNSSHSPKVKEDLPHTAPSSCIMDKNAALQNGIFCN
Active calls of the source: *; / = no result given.

SMILES | ROMK primary | PMI act | G6PDH counter | PPARg SRC1 recr | SRC2 TRFRET art | Diaphorase act | PPARg SRC-3 ag | PPARg SRC-2 ag | PMI act hi M6P | Diaphorase inh | S1P3 antagonist
CC(C)OC(=O)C1=C(N)N2C(=O)CSC2=C(C(=O)OC(C)C)C1 | / | 0.9 | -3 | 9 | 1550 | 0.8 | 12 | -4 | 0.9 | 23 | /
CCOC(=O)N1CCN(C(=O)Nc2ccc(Cl)cc2)CC1 | -0.2 | 0.9 | -16 | 8 | 1695 | 0.9 | 0 | 18 | 0.9 | 6 | -4
COC(=O)/C=C1\S/C(=N/N=C/c2ccccc2)NC1=O | / | 0.9 | -23 | -4 | 1421 | 0.8 | 4 | 0 | 0.9 | 23 | -2
O=C(CN1CCN(S(=O)(=O)c2ccc(Cl)s2)CC1)NCc1ccc(Cl)cc1 | -0.012 | 0.9 | 0 | 7 | 1537 | 0.9 | 9 | 10 | 1 | 12 | /
CCC(CC)C(=O)Nc1ccc(S(=O)(=O)Nc2nccs2)cc1 | 0.63 | 1 | 9 | -1 | 1342 | 1.1 | -2 | -7 | 0.9 | -7 | -20
O=C(CCN1CCOCC1)NNC(=S)NC(=O)c1ccccc1 | -0.84 | 0.7 | -1 | 0 | 1742 | 0.6 | 3 | 5 | 1 | 36 | -22
COc1cc(NC(=O)c2ccccc2C)c(OC)cc1NC(=O)CN1CCOCC1 | 0.7 | 0.9 | 13 | -14 | 1421 | 0.7 | 1 | -6 | 0.7 | 27 | -2
Cc1cccc(N2C(=O)CN(Cc3sccc3C)C2=S)c1 | -0.34 | 1 | 4 | -9 | 1433 | 1 | 3 | 2 | 1.1 | 3 | 5
O=C1c2oc3ccccc3c(=O)c2C(c2cccc(O)c2)N1c1ccccn1 (stereo not given) | / | 1.1 | 10 | -2 | 1697 | 0.9 | 2 | 4 | 1.1 | 9 | -14
Cc1c(NC(=O)CSc2nccn2C)c(=O)n(-c2ccccc2)n1C | -1 | 1.1 | -2 | -4 | 1684 | 0.9 | -12 | 4 | 1.1 | 7 | /
COc1cccc(/C=N\NC(=O)C2C(=O)NCC2c2ccccc2)c1O (stereo not given) | / | 1.1 | -4 | 6 | 1651 | 0.9 | 3 | -2 | 1.2 | 12 | /
Cn1c(=O)c2c(nc(N3CCOCC3)n2CCSc2ncccn2)n(C)c1=O | / | 1 | -12 | 3 | 1615 | 0.9 | 8 | 13 | 1.1 | 7 | /
Cc1ccccc1C(=O)NC(=S)Nc1ccc(S(=O)(=O)N2CCN(C)CC2)cc1 | / | 0.8 | 14 | -3 | 1368 | 0.8 | -4 | 1 | 0.9 | 17 | /
COCCCn1c(SCC(N)=O)nnc1-c1ccccc1 | / | 1.1 | 4 | 7 | 1545 | 1 | 5 | 3 | 1 | 5 | -7
COc1cc(CC(=O)Nc2ccc(S(=O)(=O)NC3=NCCCCC3)cc2)cc(OC)c1OC | 0.3 | 0.9 | 9 | 0 | 1555 | 0.9 | 0 | -3 | 0.9 | 9 | -21
COc1ccccc1/C=C1\SC(=S)N(CCC(=O)NC2=NCCS2)C1=O | 0.3 | 1 | 4 | -2 | 1708 | 0.9 | 5 | 5 | 0.9 | 12 | -12
COc1ccc(C(=O)NCC(C)C)c(OC)c1 | / | 0.9 | 14 | 0 | 1615 | 1 | 12 | -3 | 0.9 | 5 | /
CCCC(=O)N=C1SC2CS(=O)(=O)CC2N1c1ccc(-c2nc3ccc(C)cc3s2)cc1 (stereo not given) | / | 0.8 | -7 | -3 | 1441 | 0.9 | -3 | -9 | 0.9 | 6 | -13
O=[N+]([O-])c1cccc(/C=N/NC2=NS(=O)(=O)c3ccccc32)c1 | -0.048 | 1.1 | 0 | 4 | 1560 | 1 | 0 | 2 | 1.1 | 2 | 2
COc1ccc(Oc2cc(C(F)(F)F)nc(N(C)C)n2)cc1 | -0.38 | 0.9 | 4 | -4 | 1477 | 0.8 | 2 | 12 | 0.8 | 16 | -9
CCc1cccc(CC)c1NC(=S)NCc1ccc2c(c1)OCO2 | 0.53 | 1 | -4 | 0 | 1456 | 1 | 2 | -5 | 1 | 2 | 2
Cc1ccc(CC(CC(=O)O)C(=O)NCC23CC4CC(CC(C4)C2)C3)cc1 (stereo not given) | 0.37 | 1.3 | -1 | 0 | 1520 | 1.1 | -2 | -8 | 1.1 | -11 | -16
COCc1cc(=O)[nH]c(-c2ccccc2)n1 | -0.39 | 1.1 | -4 | 10 | 1729 | 1 | -1 | 12 | 1 | -1 | 10
COc1ccccc1-n1cnnc1SCC(=O)NC1CCS(=O)(=O)C1 (stereo not given) | / | 1 | 5 | -1 | 1728 | 1 | 3 | 2 | 1.1 | 0 | 3
c1ccc(-c2nc(N3CCCCC3)nc3ccccc23)cc1 | 0.15 | 1 | 3 | -3 | 1683 | 0.9 | 3 | 1 | 1 | 15 | /
O=C(CCCSc1nnnn1-c1ccccc1)c1ccc(F)cc1 | -1.3 | 0.8 | 3 | -2 | 1386 | 0.9 | 2 | 5 | 0.9 | 14 | /
COc1ccccc1CN1CCNC(=O)C1CC(=O)NCCOc1cccnc1 (stereo not given) | / | 0.9 | 8 | 4 | 1471 | 0.9 | 2 | 2 | 0.8 | 9 | -17
CCOCCCNC(=O)C(c1ccc(OC)cc1)N(Cc1cccs1)C(=O)c1ccccc1O (stereo not given) | 0.24 | 1 | 1 | -6 | 1594 | 0.9 | -1 | 8 | 1 | 12 | -24
CCN(CC)CCSc1nc2ccccc2c(=S)n1-c1ccccc1 | / | 1.1 | 8 | -4 | 1307 | 0.9 | 2 | -6 | 1.1 | 12 | -2
COc1cc2c(cc1OC)C(COc1ccc3c(C)cc(=O)oc3c1)N(C(=O)c1ccco1)CC2 (stereo not given) | / | 1.1 | 11 | 0 | 1432 | 0.8 | -8 | 12 | 1.2 | 20 | /
COc1cccc(-c2noc(-c3cccs3)n2)c1 | / | 0.9 | -7 | -4 | 1481 | 0.9 | -9 | 2 | 1 | 10 | -19
c1cncc(-c2ccnc3ncnn23)c1 | 0.22 | 1.1 | -3 | 5 | 1599 | 1 | 2 | 10 | 1 | 2 | -17
CS(=O)(=O)Nc1ccc2c(c1)C(=O)OC2 | / | 1 | -2 | -3 | 1413 | 0.8 | 2 | -10 | 1 | 18 | 20
CCOc1ccc(Cl)cc1/C=N/NC(=O)CNC(=O)c1ccccc1 | / | 1.1 | -3 | 1 | 1664 | 0.9 | 2 | -3 | 1 | 8 | 24
O=C1NC(=S)N/C1=C\c1ccc(N2CCOCC2)cc1 | -0.92 | 0.9 | 3 | 0 | 1480 | 1 | 5 | 6 | 0.9 | -3 | 1
CCN(c1ccccc1)S(=O)(=O)c1ccc(Cl)c(NC(=O)CSc2nnc(C)s2)c1 | -0.087 | 0.9 | 6 | 2 | 1431 | 0.9 | 9 | 8 | 1 | 10 | 22
N#CCCn1c(-c2nonc2NC(=O)c2ccccc2Cl)nc2ccccc21 | -0.064 | 0.9 | -1 | 4 | 1558 | 0.8 | 6 | 0 | 1 | 17 | 11
CN(CCC#N)C(=O)COc1ccc(Br)cc1Cl | 0.024 | 1.1 | 1 | -3 | 1548 | 1 | -1 | 3 | 1.1 | 4 | -1
CCCOc1ccccc1N/C(=N/c1nc(C)cc(C)n1)NC(=O)COc1ccc(OC)cc1 | 0.045 | 0.9 | -3 | 6 | 1518 | 0.8 | 0 | 8 | 0.9 | 18 | /
Cc1ccc(C)c(Cn2nnc3c(=O)[nH]c(C(=O)NCc4ccco4)nc32)c1 | -0.066 | 1.1 | 2 | 7 | 1696 | 0.7 | 2 | 4 | 1 | 31 | -48
Cc1cc(C)nc(NS(=O)(=O)c2ccc(N)cc2)n1 | / | 1.1 | 8 | 7 | 1382 | 0.9 | 1 | -3 | 1.1 | 5 | 4
Cc1cnc(NC(=O)c2cc3c(C)nn(Cc4ccccc4Cl)c3s2)s1 | / | 0.9 | -18 | -3 | 1426 | 0.9 | 2 | -2 | 1 | 7 | 14
CC(C)N(Cc1nc(-c2ccccc2)no1)C(=O)C(Cl)(Cl)Cl | 0.48 | 0.9 | 1 | 5 | 1491 | 0.9 | 3 | 4 | 0.9 | 8 | 1
O=C(O)Cn1cc(/C=C2\SC(=O)N(c3ccccc3)C2=O)c2ccccc21 | -0.12 | 1 | 2 | 2 | 1555 | 1 | 6 | 3 | 1 | 2 | 4
CCC(=O)Nc1sc(C(=O)Nc2ccccc2)c(C)c1C(=O)OC | -1.1 | 1 | 8 | -2 | 1539 | 1 | 4 | 4 | 1 | 0 | -19

An excerpt from above in order of the ROMK primary value, largest number first.
molecule	ROMK primary	PMI act	PPARg SRC1 recr	Diaphorase act	PPARg SRC-3 ag	PPARg SRC-2 ag	PMI act hi M6P	S1P3 antagonist
COc1cc(NC(=O)c2ccccc2C)c(OC)cc1NC(=O)CN1CCOCC1	0.7	0.9	-14	0.7	1	-6	0.7	-2
c1cncc(-c2ccnc3ncnn23)c1	0.22	1.1	5	1	2	10	1	-17
COc1ccc(Oc2cc(C(F)(F)F)nc(N(C)C)n2)cc1	-0.38	0.9	-4	0.8	2	12	0.8	-9

(more compounds)
SMILES | ROMK primary | PMI act | G6PDH counter | PPARg SRC1 recr | SRC2 TRFRET art | Diaphorase act | PPARg SRC-3 ag | PPARg SRC-2 ag | PMI act hi M6P | Diaphorase inh | S1P3 antagonist
CCOc1ccc2c(c1)ncn2Cc1ccccc1 | 0.78 | 1.1 | 3 | -7 | 1465 | 1 | -3 | -9 | 1.1 | 1 | 12
CC(=O)OCCNc1cc(Sc2nc3ccccc3[nH]2)c2nonc2c1[N+](=O)[O-] | / | 1 | -10 | 9 | 1757 | 0.6 | 3 | 11 | 0.7 | 37 | 2
CN1C(=O)c2oc3ccc(Br)cc3c(=O)c2C1c1ccncc1 (stereo not given) | / | 1.3 | -2 | / | / | 1 | / | / | 1.3 | 3 | -31
O=C(N/N=C/c1ccccc1)NC1CCCCC1 | / | 0.9 | 1 | 0 | 1508 | 1 | 2 | 1 | 1 | 4 | -22
Cc1c(Cl)cccc1NC(=O)c1cccc(OC(F)F)c1 | 0.18 | 1.1 | 8 | 7 | 1696 | 1.1 | -9 | 8 | 1.1 | -14 | /
COc1ccc(C2=Nn3c(nnc3-c3ccccc3OC)SC2)cc1OC | / | 1 | 0 | 0 | 1485 | 0.8 | 1 | 1 | 1 | 19 | 54*
COc1ccc(-c2cn3cccnc3n2)cc1NC(=O)CC(C)C | / | 1.1 | 9 | 13 | 1710 | 0.9 | 9 | 2 | 1.1 | 6 | /
Cc1cc(N)n(Cc2cccs2)n1 | / | 1 | 1 | -4 | 1687 | 1 | 2 | 3 | 1.1 | -1 | -13
